Bioassay records as filed in PubChem BioAssay.
ALOX12 inh: blocks human arachidonate 12S-lipoxygenase; P18054; purified 12hLO, xylenol orange hydroperoxide absorbance; Potency, µM (series often up to 108 µM), inactives show at the top dose activity change, negative = inhibition, most hits filed as inhibitors; 580,000 tested, 1.1% active; AID 1671190; active means well fitted inhibition curve with a large enough effect; inconclusive means small, poorly fitted or top-dose-only effect, or another doubt; inactive means no such curve, though single readings can be large or run the other way
Target sequence (P18054 whole entry, looked up): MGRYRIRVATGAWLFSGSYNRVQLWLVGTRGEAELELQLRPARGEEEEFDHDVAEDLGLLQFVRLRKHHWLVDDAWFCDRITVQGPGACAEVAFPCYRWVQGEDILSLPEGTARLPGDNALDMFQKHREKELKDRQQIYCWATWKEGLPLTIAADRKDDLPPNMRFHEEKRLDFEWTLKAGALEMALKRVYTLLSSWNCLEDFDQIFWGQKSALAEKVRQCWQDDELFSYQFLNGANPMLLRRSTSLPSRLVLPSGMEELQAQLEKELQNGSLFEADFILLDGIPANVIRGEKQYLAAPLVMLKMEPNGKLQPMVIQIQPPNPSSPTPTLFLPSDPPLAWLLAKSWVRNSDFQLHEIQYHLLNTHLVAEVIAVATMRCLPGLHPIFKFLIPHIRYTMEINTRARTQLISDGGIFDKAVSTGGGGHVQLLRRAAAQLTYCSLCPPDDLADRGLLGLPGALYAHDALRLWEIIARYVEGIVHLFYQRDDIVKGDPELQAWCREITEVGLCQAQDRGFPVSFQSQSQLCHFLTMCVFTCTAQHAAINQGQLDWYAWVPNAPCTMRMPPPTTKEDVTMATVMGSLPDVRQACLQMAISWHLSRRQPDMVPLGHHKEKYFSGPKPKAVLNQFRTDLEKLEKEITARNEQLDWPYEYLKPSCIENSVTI
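Hydroperoxide product was detected by ferrous iron/xylenol orange as the 573 to 405 nm absorbance ratio. Arachidonic acid at 40 uM (final) was turned over for 30 min at room temperature by 150 nM human 12hLO, pH 7.0 Hepes buffer, after 15 min compound preincubation.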
* = called active by the depositor; ? = inconclusive; [ ] = remark or other dose. On the % scale 0 is the no-effect control and ±100 the full control effect; potency means the concentration at half of the fitted maximal effect. This is a subset, so the mix of outcomes need not match the whole.

SMILES	ALOX12 inh
CCCNC(=O)N1CCC(N2C(=O)[C@H](OC)[C@@H]2c2ccncc2)CC1	25%
CC1C(c2ccccc2)=[N+]([O-])C(C)(c2ccc(F)cc2)N1O (stereo not drawn)	9%
Cc1ccccc1NC(=O)CCNS(=O)(=O)c1ccc2c(c1)CCN2C(=O)C1CC1	11%
CNC(=O)c1ccc2cncn2c1	41%[activator][176 µM]
c1csc(-c2noc(CN3CCCC3c3ccsc3)n2)c1 (stereo not drawn)	-2%
COC1(c2ccccc2)CCN(C(=O)C2CCCN(C(=O)N(C)C)C2)CC1 (stereo not drawn)	27%
CN(Cc1cnn(C)c1)C(=O)c1cc(-c2ccccc2)nc2ccccc12	-15%
CC(C)[C@H](NC(=O)c1ccccc1)C(=O)N1CCC[C@H]1C(=O)NCc1ccccc1	-12%
CC(C)/C=N/NC(=O)C1CC1	-2%
CCOC(=O)c1cnc2ccc(C(=O)OC)cc2c1Nc1cc(C)ccc1OC	0%
COc1ccccc1OC(C(=O)NC1CC1)c1ccccc1 (stereo not drawn)	?
CN1C[C@H](O)C[C@H]1c1nc(-c2ccc3c(c2)OCO3)no1	28%[176 µM]

The last six entries of the section above lead into the next:
SMILES	ALOX12 inh
CN(Cc1cnn(C)c1)C(=O)c1cc(-c2ccccc2)nc2ccccc12	-15%
CC(C)[C@H](NC(=O)c1ccccc1)C(=O)N1CCC[C@H]1C(=O)NCc1ccccc1	-12%
CC(C)/C=N/NC(=O)C1CC1	-2%
CCOC(=O)c1cnc2ccc(C(=O)OC)cc2c1Nc1cc(C)ccc1OC	0%
COc1ccccc1OC(C(=O)NC1CC1)c1ccccc1 (stereo not drawn)	?
CN1C[C@H](O)C[C@H]1c1nc(-c2ccc3c(c2)OCO3)no1	28%[176 µM]
O=C(c1ccccc1Cl)N1CCSCCS1(=O)=O	-8%
COc1cc(OCc2ccccc2)ccc1CN1C[C@@H]2CCN[C@@H]2C1	4%
CCOc1ccccc1NC(=O)C1CCN(c2cnc3nccnc3c2)CC1	42%[activator]
O=C(NCC(c1ccccc1)c1c[nH]c2ccccc12)c1ccccc1 (stereo not drawn)	?
COC(=O)C(C)N1C(=O)S/C(=C/c2cccn2C)C1=O (stereo not drawn)	?
O=C(CC1Nc2ccccc2NC1=O)Nc1cccc(C(F)(F)F)c1 (stereo not drawn)	7%
CN1CCc2c(sc(NC(=O)Nc3ccc(Cl)cc3)c2C(N)=O)C1	?
CC(=O)Nc1ccc(NC(=O)c2csc(NC(C)C)n2)cc1	4%
COc1ccccc1-c1cc(C(=O)N2CCCC2)c2cnn(C)c2n1	5%[6.33 µM]
Cc1cc(C)n(-c2nc3c(c(=O)n(Cc4cccc5ccccc45)c(=O)n3C)n2C)n1	-5%
O=c1oc2ccc(F)cc2cc1S(=O)(=O)N1CCCCCC1	0%
COc1ccccc1OCC(=O)c1c(C)[nH]c2ccccc12	?
O=C(Cn1cc(C2CCCNC2)nn1)N1CCCC1 (stereo not drawn)	26%
O=C1COCC2(CN(Cc3ccsc3)C2)CN1Cc1cccc(OC(F)(F)F)c1	-35%[176 µM]
O=C(C1CC1)N1CC[C@](O)(c2ccccc2)[C@H](N2CCCC2)C1	245%[activator]
Cc1cc(C)c(NC(=O)CN(C)C(=O)c2cc3cc(C)ccc3nc2C)c(C)c1	?
CCc1ccc(NC(=O)C2CCc3nc(N4CCN(C(=O)C(C)C)CC4)sc3C2)cc1 (stereo not drawn)	-17%
Cc1cnc(CC2CCCN(C(=O)c3ccnn3C)C2)n1C(C)C (stereo not drawn)	27%
COC(=O)c1ccc(NC(=O)C(NC(=O)c2ccc(C)cc2)C(C)C)c(C)c1 (stereo not drawn)	1%
Cc1ccc(-c2ccc3nnc(CNC(=O)Cc4ccc(Cl)cc4)n3n2)cc1	-4%
N#C/C(=C/c1cccc(C#N)c1)C(=O)c1c[nH]c2cc(F)ccc12	11µM*
C[S+](=O)([O-])N1CCCC2(C1)C(=NC1CCCCC1)NC(=O)N2c1cccnc1 (stereo not drawn)	55%[activator]
CCOC(=O)N[C@@H](CC(C)C)C(=O)N1CCC[C@H]1C(=O)NCc1ccccc1	11%
CN1CC(=O)N(C2CCCNC2)Cc2c(NC3CCN(Cc4ccccc4)CC3)ncnc21 (stereo not drawn)	-22%[6.33 µM]
Cc1cc(Cl)ccc1Nc1nc(N)c(C(=O)c2ccc(F)cc2)s1	?
CC(NC(=O)c1ccco1)c1ccccc1OC(F)F (stereo not drawn)	2%
O=C(c1cccc(F)c1F)N1CCOc2ccc(CN3CCC(Oc4cccnc4)CC3)cc2C1	2%
Cc1ccc(NC(=O)c2ccc(Cl)c(Cl)c2)nc1	-5%
COc1ccc(OCC2(C)COc3ccc(C(=O)Nc4ccn(C)n4)cc3N2)cc1 (stereo not drawn)	16%[176 µM]
CC(C)COc1ccc(C(=O)Nc2ccc(O)c(-c3nc4ccccc4o3)c2)cc1	11%
CCOc1cc(C#N)c(NC(=O)c2ccc(OC)c(S(=O)(=O)N(CC)CC)c2)cc1OCC	0%
NC(=O)CNS(=O)(=O)/C=C/c1ccc(Cl)cc1	?
O=C(NCC(F)(F)F)C1CCN(C(=O)c2ccc(Br)cc2)CC1	-15%
O=C(NNC(=S)NC1CC2CCC1C2)C1CC1 (stereo not drawn)	20%
CC(C)c1noc([C@@H]2Cc3nc[nH]c3CN2Cc2ccc(F)cc2)n1	113%[activator][176 µM]
Cc1nc(CC2CCN(C(=O)Nc3ccc4c(c3)OCCO4)CC2)n[nH]1	30%
COC(=O)c1cc(NC(=O)CSc2nnc(Cc3ccc(OC)cc3)n2C)ccc1Cl	29%
CC1=NN(c2ccc([N+](=O)[O-])cc2)C(=O)C1[N+](=O)[O-] (stereo not drawn)	-28%
O=C(CCc1conc1-c1ccccc1F)NCc1ccc(Cl)cc1	-8%
Cc1ccc(CN2CCc3nc(C(=O)Nc4cccnc4)oc3CC2)cc1	12%[176 µM]
CCOc1ccc(CNC(=O)c2ncoc2-c2ccc(C)s2)cc1	7%
CCNC(=O)CNC(=O)CSc1cc(C)c2cccc(C)c2n1	10%
Cc1ccc(Oc2nc(-c3cccnc3)nc3ccccc23)cc1	43%
COc1ccccc1C1C2=C(CC(C)(C)CC2=O)Nc2n[nH]c(-c3ccccc3)c21 (stereo not drawn)	11%
COc1ccc(OC)c(NC(=O)[C@H]2C[C@H](CCSC)N[C@]23C(=O)Nc2c(C)cc(Cl)cc23)c1	21%
Cc1nc2cc(F)cc(C(=O)NCC(C)N(C)c3ccccc3)c2nc1C (stereo not drawn)	-5%
O=C(O)c1ccc(CNC2CCCC2)cc1	6%
CCN(CC)C(=O)Cc1cccn1-c1ccc(Cl)cc1	-18%
O=C(NC1CCc2ccccc21)C1Cc2ccccc2O1 (stereo not drawn)	-42%
COc1cc(CNc2nc(C)c(-c3ccn(CC4CCCN(C)C4)n3)s2)ccc1F (stereo not drawn)	?
CCCCN1CC2(CCCN(C(=O)c3ccn4nnnc4c3)C2)CCC1=O (stereo not drawn)	17%
CCCn1nc(C)c(NC(=O)CC[C@H]2NC(=O)c3ccccc3NC2=O)c1C	21%
CCOc1ccccc1C1NC(=O)N(CC(=O)Nc2ccc(C(C)=O)cc2)C2=C1C(=O)OC2 (stereo not drawn)	35%[activator]
Cc1cnc(NC(=O)c2nc(C)n(-c3ccc(Cl)cc3)n2)s1	45%[activator]
CC(C)(C#CC(O)(c1ccccc1)c1ccccc1)[N+](C)(C)Cc1ccccc1	11%
CCn1c(-n2nc(C)c(C)c2C)nc2c1c(=O)n(CCN1CCCCC1)c(=O)n2C	-15%
CCc1noc(-c2ccn3c(CNC(=O)c4nccc5ccccc45)nnc3c2)n1	63%[activator]
O=C(Cc1cc(Cl)c2c(c1)OCCO2)NC1CCN(CC(F)F)CC1	1%
COCc1cn([C@H]2CO[C@H]3[C@@H]2OC[C@H]3OC(=O)Nc2ccc(C(C)(C)C)cc2)nn1	21%[176 µM]
Cc1cc(C[C@@H]2COC[C@@H]2NC(=O)c2ccc(N3CC(=O)NC3=O)cc2)on1	3%

Carrying on.
SMILES	ALOX12 inh
O=C(N1CCCCCC1CN1CCOCC1)C1(c2ccccc2)CC1 (stereo not drawn)	12%
COc1cccc(CC(=O)N2CCCN(S(C)(=O)=O)C(c3ccccc3)CC(=O)NCC2)c1 (stereo not drawn)	49%[activator]
CCOC(=O)c1c(NC(=O)c2c(-c3ccccc3)noc2C)sc2c1CCC2	-14%
O=C(c1cccc(F)c1)N1CCOC[C@H](Oc2cccnc2)C1	16%[176 µM]
O=S(=O)(NCc1cc2cc(F)ccc2s1)c1ccc(Br)s1	?
COc1ccc(C(=O)Nc2ccc(NC(=O)C34CC5CC(CC(C5)C3)C4)cc2)cc1	3%
c1cc(-c2cc(-c3cn[nH]c3)c3cncn3c2)cc(N2CCOCC2)c1	25%[176 µM]
Cc1ccccc1C(=O)N1CCN(c2oc(C3CC3)nc2C#N)CC1	-11%
O=C(Cn1nnc(N2CCCCC2)n1)NN=Cc1ccccc1O	-3%
COC[C@@H]1[C@H](C(=O)Nc2ccc(C)cc2)CCC(=O)N1C	36%
CN1C(=O)N(CCc2ccccc2)C(=O)C12CCN(Cc1cccn1-c1ccccn1)CC2	67%[activator]
COCCOC1CCOC2(CCN(C(=O)c3cc(-c4ccc(F)cc4)n[nH]3)CC2)C1 (stereo not drawn)	99%[activator]
O=C(NCc1nnc2n1CCN(Cc1cc3c(cc1Cl)OCO3)CC2)C1CCOC1 (stereo not drawn)	-7%
O=C(NCCn1nc(-c2ccc(F)cc2)ccc1=O)c1ccc(C(F)(F)F)cc1	-12%
COc1ccc(C(=O)/C(=C\c2ccc(Cl)cc2)c2nc3ccccc3o2)cc1	-20%
CN1CCN(C(CNC(=O)c2cc(-c3ccccc3)on2)c2cccs2)CC1 (stereo not drawn)	5%
Cc1ccc(CNC2C3CC4CC(C3)CC2C4)s1 (stereo not drawn)	?
O=C(NCc1cccc(C(F)(F)F)c1)c1cccc2c1CCN2C(=O)C1CC1	24%
COc1cccc(NC(=O)N2CCCC(Cn3cnc4cccnc43)C2)c1 (stereo not drawn)	-3%
CC(C)c1ccc(C(=O)NCc2ccc(CN3CCCC3)cc2)cc1	-2%
COC(=O)/C=C/[C@@H]1CCCN1c1ccc(OC)cc1	?
NC(=O)[C@H]1C[C@@H](O)[C@H](O)[C@H]2[C@@H]1SC(=Nc1ccccc1)N2Cc1ccccc1	1%[176 µM]
CCN(CC(=O)Nc1ccccc1OC)C(=O)c1cc(=O)c2cc(C)ccc2o1	-6%
Cc1ccc(-n2nc3n(c2=O)CCN(C(=O)Nc2ccccc2)C3)cc1	29%[176 µM]
CCc1nnc(Cn2cnc3scc(-c4ccc(Cl)cc4)c3c2=O)o1	8%
COc1ccc2c(COC(=O)c3cccc4ccccc34)cc(=O)oc2c1	-8%
CCc1nnsc1C(=O)N(C)CCOc1cc(C)cc(C)c1	10%
Nc1ccnn1C1CCCCC1	-2%
COc1ccc(/C=C/C(=O)Oc2ccccc2C)cc1	?
COc1ccc(-c2noc(-c3ccc(N4C[C@H]5CC[C@H]4C5)nc3)n2)cc1	31%[activator]
CCOCC(=O)N[C@@H]1CN(Cc2ccccc2)C[C@H]1CN(C)C	40%[activator]
CC(NC(=O)c1nn(C(C)C)c(=O)c2ccccc12)c1cccs1 (stereo not drawn)	-2%
Cc1ccc(-n2c(C3CCN(C(=O)c4nn(C)c5ccccc45)CC3)n[nH]c2=O)cc1	?
CSc1nc(C)cc(C(=O)O)n1	-48%
O=C(NCc1cccc(Cl)c1)[C@@H]1C[C@H](c2ccc(F)cc2)N([S+](=O)([O-])C2CC2)C1	7%[176 µM]
O=C1Nc2ccccc2CC12CCN(Cc1cncs1)C2 (stereo not drawn)	?

5 compounds from above, arranged by their value in ALOX12 inh, high to low:
structure	ALOX12 inh
CCOC(=O)N[C@@H](CC(C)C)C(=O)N1CCC[C@H]1C(=O)NCc1ccccc1	11%
CC(NC(=O)c1nn(C(C)C)c(=O)c2ccccc12)c1cccs1 (stereo not drawn)	-2%
COc1cccc(NC(=O)N2CCCC(Cn3cnc4cccnc43)C2)c1 (stereo not drawn)	-3%
COc1ccc2c(COC(=O)c3cccc4ccccc34)cc(=O)oc2c1	-8%
O=C(NC1CCc2ccccc21)C1Cc2ccccc2O1 (stereo not drawn)	-42%

(cont.)
SMILES	ALOX12 inh
Cn1nc(C(=O)N2CCN(Cc3cccc4ccccc34)CC2)c2ccccc2c1=O	25%
CCNC(=O)N1CC(Oc2ccccc2-c2nc(-c3cnccn3)no2)C1	?
COc1cc(-c2c(OC)cccc2OC)cc2c1OCCN(C(=O)CCn1nc(C)cc1C)C2	1%
COc1cccc(N2CC(C(=O)N3CCC(C(=O)NCCc4ccc(Cl)cc4)C3)NC2=O)c1 (stereo not drawn)	10%
CC1=C(C(=O)Nc2ccc(C)cn2)C(c2ccc(N(C)C)cc2)C2=C(CCCC2=O)N1 (stereo not drawn)	3%
O=C(Cc1ccccc1F)Nc1ccc2c(N3CCCCC3)ncnc2c1	48%[activator]
CC1CCCCN1C(=O)c1cnc(Cc2c(Cl)cccc2Cl)[nH]c1=O (stereo not drawn)	79%[activator]
O=C(Nc1ccc(F)cc1F)C12CC3CC(CC(Cl)(C3)C1)C2	-40%
COc1cccc(C(O)c2nc(C(=O)Nc3ccc4c(c3)CC(=O)N4)c(C)o2)c1 (stereo not drawn)	47%[activator][176 µM]
COC(=O)[C@]12C[C@H](CC(=O)NCc3cccc(C(F)(F)F)c3)C(=O)N(Cc3ccc4c(c3)OCO4)C1=C[C@H](COCc1ccccc1)O[C@@H]2C	1%

Some of the entries so far, as labelled records.
CC1=C(C(=O)Nc2ccc(C)cn2)C(c2ccc(N(C)C)cc2)C2=C(CCCC2=O)N1 (stereo not drawn)
  ALOX12 inh: 3%
O=C(Cc1ccccc1F)Nc1ccc2c(N3CCCCC3)ncnc2c1
  ALOX12 inh: 48%[activator]
CC1CCCCN1C(=O)c1cnc(Cc2c(Cl)cccc2Cl)[nH]c1=O (stereo not drawn)
  ALOX12 inh: 79%[activator]
